# RNase H inhibition: RNase H inhibition, HIV 1 Gag Pol polyprotein, FRET biochemical assay, screening (AID 372). inhibition, % at 10 µM, or IC50 in µM where a hit was titrated. HIV-1 RT RNase H, FRET RNA/DNA substrate fluorescence; higher % means a stronger effect. 0.77% of 100,000 active; in the data active means inhibition above about 50%
# Numbers without * were called inactive. This is a subset; rates above refer to the full screens.
SMILES,RNase H inhibition
COc1ccc(/C=N/Nc2nc(-c3ccc(C)cc3)nc3ccccc23)cc1OC,0%
CC(=O)Oc1ccc2c(c1)c(C(C)=O)c(C)n2-c1ccccc1,4%
COc1ccc(CCNC(=O)/C(=C/c2ccc(C(C)C)cc2)NC(=O)c2ccccc2)cc1OC,0%
CC(C)CNC(=O)CN(c1cccc(Cl)c1)S(C)(=O)=O,8%
O=C1S/C(=C\c2ccc(OCc3ccc(Cl)cc3)cc2)C(=O)N1c1ccccc1,12%
Cc1nc2c(=O)sc3ccccc3c2n1Cc1ccccc1,11%
Cc1oc(-c2ccccc2)cc1C(N)=O,0%
Cc1cccnc1NC(=S)NC(=O)c1ccccc1,12%
CCOc1cc(C=C2C(=O)N(C)C(=S)N(C)C2=O)cc(Cl)c1O,4%
Oc1ccccc1-c1cc(-c2ccccc2)c2c(ccc3ccccc32)n1,15%
COc1ccc(NC2=C(C(=O)C(F)(F)F)CCCC2)cc1OC,7%
COc1ccc(OCCOc2cc(C)c(Br)cc2C)cc1,14%
O=C1N=C(N2CCCCC2)S/C1=C\c1ccc(-c2cc(Cl)ccc2Cl)o1,45%
O=C(Nc1ccccc1)Nc1nnc(Cc2ccc(Cl)cc2)s1,13%
CCOC(=O)c1c(NC(=O)c2cc([N+](=O)[O-])ccc2NCCCN2CCOCC2)sc2c1CCCC2,7%
CCC(=O)NC(=S)Nc1cc2nn(-c3ccc(C)cc3)nc2cc1C,48%
Cc1ccc(S(=O)(=O)/N=C(\N)c2ccc(F)cc2)cc1,0%
COc1ccc(C(=O)N(C)c2ccccc2)cc1,9%
N#Cc1cc(C#N)c(SCC(=O)c2ccc(F)cc2)nc1N,1%
O=C1NC(=S)N(c2cccc(Br)c2)C(=O)/C1=C\c1ccc(-c2ccccc2[N+](=O)[O-])o1,13%
CCN(CC)C(=O)c1sc(NC(=O)c2cccc(F)c2)c(C(=O)OC(C)C)c1C,16%
C=C(C)COc1ccccc1/C=C1\N=C(c2cccs2)OC1=O,9%
NC(=O)c1ccc(NC(=O)COc2cccc(Cl)c2)cc1,5%
COc1ccccc1-c1cc(-c2ccccc2)nc(-c2ccccc2)c1,24%
CCNC(=S)NN=Cc1ccc(OCCOc2ccccc2C)cc1,16%
# (listing goes on)
SMILES,RNase H inhibition
CCOC(=O)c1ccccc1N1C(=O)C=CC1=O,6%
NC(=O)c1ccc(NC(=O)c2ccc(C(=O)Nc3ccc(C(N)=O)cc3)cc2)cc1,3%
COC(=O)c1c(NC(=O)COc2ccc(OC)cc2)sc2c1CCC2,15%
FC(F)(F)c1ccc2nnc(-c3ccc(Cl)cc3)n2c1,0%
Cc1cccc(-c2nc3cc(NC(=O)COc4ccccc4[N+](=O)[O-])ccc3o2)c1,8%
COc1ccc(NC(=O)COc2cc(C)c(Cl)c(C)c2)c(OC)c1,7%
O/N=C(\c1ccccc1)c1cc2ccccc2o1,8%
Cc1cc(Br)cc2c(N=NC(=O)c3ccccc3)c(O)n(C)c12,0%
N/C(Cc1ccc(Cl)cc1)=N\OC(=O)c1ccc([N+](=O)[O-])cc1,19%
CS(=O)(=O)N(Cc1ccccc1)c1ccc(C(=O)Nc2ccc(F)c(Cl)c2)cc1,18%
CN(C(=S)Nc1ccccc1)c1ccccc1,4%
CCOc1ccc(C(=O)/C=C/c2ccc(C(=O)OC)cc2)cc1,8%
COc1ccc(C(=O)Nc2nc(C34CC5CC(CC(C5)C3)C4)c(C)s2)cc1,11%
CSC1=N/C(=C\C=C\c2cccs2)C(=O)S1,47%
COc1ccc(/C=C(\C#N)C(=O)Nc2ccccc2)c(OC)c1,11%
CCCC1CCc2c(sc(NC(=O)c3cc(-c4ccc(C)c(C)c4)nc4ccccc34)c2C(N)=O)C1 (stereo unspecified),14%
Cc1ccc(C(=O)NC(=S)Nc2cc(C)ccc2C)cc1,23%
CCSc1nc2ccccc2n1CC(=O)Nc1c(C)cccc1C,7%
COc1ccc(-c2nnc(NC(=O)c3ccc([N+](=O)[O-])c(Cl)c3)s2)cc1,0%
O=C(N/N=C/C1CC=CCC1)c1cccnc1 (stereo unspecified),8%
COC(=O)CCC(=O)Nc1cccc2ccccc12,29%
CC(=O)COc1ccc2c(c1)oc(=O)c1ccccc12,7%
Cc1ccc(OCCSc2nc3ccccc3[nH]2)cc1,7%
Cc1ccn2c(-c3csc(Nc4ccc(N(C)C)cc4)n3)c(C)nc2c1,27%
Cc1cc(N2Cc3ccccc3C2)ccc1/C=C1\C(=O)NC(=O)N(Cc2ccco2)C1=O,42%
# (next part)
SMILES,RNase H inhibition
Cc1cccc(C)c1NC(=O)CN(c1ccccc1Cl)S(=O)(=O)c1ccccc1,9%
O=C(/C=C/c1ccc(-c2cccc(Br)c2)o1)c1ccco1,19%
O=C1CN(c2ccc(Br)cc2)C(=O)N1,8%
CCOC(=O)C1=C(C)N=c2s/c(=C\c3ccc(-c4ccc(C(=O)OCC)cc4)o3)c(=O)n2C1c1ccccc1 (stereo unspecified),17%
O=C1CC(N2CCN(C(c3ccccc3)c3ccccc3)CC2)C(=O)N1c1ccc(Cl)c(Cl)c1 (stereo unspecified),7%
O=C(CCc1ccccc1)NN=C1CCCCC1,10%
CCSc1nnc(NC(=O)/C=C/c2ccc(Cl)cc2)s1,12%
COc1ccccc1NC(=O)CCN1C(=O)/C(=C/c2ccc(C)cc2)SC1=S,11%
COc1ccc(OC)c(/C=N/NC(=O)c2ccn[nH]2)c1,5%
Cc1nn(-c2ccccc2)c(C)c1-c1cccc([N+](=O)[O-])c1,24%
Cc1cc(C)c(C(CC(=NNC(N)=O)c2cccs2)C(C#N)C#N)c(C)c1 (stereo unspecified),8%
CC(=O)C1=C(O)C(=O)N(CCCC(=O)O)C1c1ccc(I)cc1 (stereo unspecified),13%
CCCCCSc1nnc(-c2ccc(Cl)cc2Cl)o1,10%
CC1=[N+]([O-])C(c2ccccc2)N(O)C1(C)C (stereo unspecified),5%
O=C(O)c1ccccc1C(=O)Nc1cc([N+](=O)[O-])ccc1F,15%
Cc1ccc2oc(-c3cccc(NC(=O)c4ccc(-c5cccc(Cl)c5C)o4)c3C)nc2c1,11%
COc1ccccc1NC(=O)c1cc2ccccc2o1,12%
Cc1cc(C)c(OCCCN2CCOCC2)c(Cl)c1,1%
COc1cc2c(cc1OC)CN(Cc1ccc3ccccc3c1)CC2,2%
C=CCNC(=O)CN(c1ccc(F)cc1)S(C)(=O)=O,0%
S=c1nc(-c2ccccc2)n(-c2ccccc2)c2c1CCCC2,8%
COc1ccc(N=Cc2ccccc2[N+](=O)[O-])cc1,8%
O=C(COc1ccccc1)Nc1ccc(Oc2ccc(C(=O)O)c(C(=O)O)c2)cc1,8%
Nc1nc(Oc2ccccc2F)c(Br)c(=O)[nH]1,0%
N#CC(C#N)=C1NC2(CCCCC2)Cc2ccccc21,12%

# Sorted by length of the SMILES (rising): part of the list above.
SMILES,RNase H inhibition
O=C(CCc1ccccc1)NN=C1CCCCC1,10%
O=C1CN(c2ccc(Br)cc2)C(=O)N1,8%
COc1ccccc1NC(=O)c1cc2ccccc2o1,12%
Cc1cc(C)c(OCCCN2CCOCC2)c(Cl)c1,1%
Nc1nc(Oc2ccccc2F)c(Br)c(=O)[nH]1,0%
N#CC(C#N)=C1NC2(CCCCC2)Cc2ccccc21,12%
COc1ccc(N=Cc2ccccc2[N+](=O)[O-])cc1,8%
COc1ccc(OC)c(/C=N/NC(=O)c2ccn[nH]2)c1,5%
S=c1nc(-c2ccccc2)n(-c2ccccc2)c2c1CCCC2,8%
O=C(/C=C/c1ccc(-c2cccc(Br)c2)o1)c1ccco1,19%
CC(=O)C1=C(O)C(=O)N(CCCC(=O)O)C1c1ccc(I)cc1 (stereo unspecified),13%
Cc1nn(-c2ccccc2)c(C)c1-c1cccc([N+](=O)[O-])c1,24%
COc1ccccc1NC(=O)CCN1C(=O)/C(=C/c2ccc(C)cc2)SC1=S,11%
Cc1cc(C)c(C(CC(=NNC(N)=O)c2cccs2)C(C#N)C#N)c(C)c1 (stereo unspecified),8%
O=C(COc1ccccc1)Nc1ccc(Oc2ccc(C(=O)O)c(C(=O)O)c2)cc1,8%
Cc1ccc2oc(-c3cccc(NC(=O)c4ccc(-c5cccc(Cl)c5C)o4)c3C)nc2c1,11%
O=C1CC(N2CCN(C(c3ccccc3)c3ccccc3)CC2)C(=O)N1c1ccc(Cl)c(Cl)c1 (stereo unspecified),7%
CCOC(=O)C1=C(C)N=c2s/c(=C\c3ccc(-c4ccc(C(=O)OCC)cc4)o3)c(=O)n2C1c1ccccc1 (stereo unspecified),17%

# (more compounds)
SMILES,RNase H inhibition
CCC(=O)N1c2ccc(C)cc2C(=C2SC(C(=O)OC)=C(C(=O)OC)S2)C(=S)C1(C)C,14%
COc1cc(OC)c(C2Nc3ccccc3NC3=C2C(=O)CC(c2ccccc2)C3)cc1OC (stereo unspecified),11%
COc1ccc(NC(=O)c2c(-c3c(Cl)cccc3Cl)noc2C)c(OC)c1,8%
O=C1c2cccc3cc([N+](=O)[O-])cc(c23)C(=O)N1Nc1ccccc1,6%
CCCCCCCCn1c(C)cc(=O)[nH]c1=O,0%
Clc1ccc(-n2ncnc2-c2ccncc2)cc1,3%
O=C(O)c1ccc2c(c1)C1C=CCC1C(c1ccc([N+](=O)[O-])cc1)N2 (stereo unspecified),20%
COc1ccc(C=Nc2cccc(Cl)c2C)cc1,23%
CCOc1ccc(-c2cc(C(=O)Nc3ccc(CC)cc3)c3ccccc3n2)cc1,15%
O=C(NC(=S)N1CCN(CCN2C(=O)c3cccc4cccc(c34)C2=O)CC1)c1ccc2c(c1)OCO2,9%
N#CSCCCCOc1cccc(Cl)c1,0%
O=C1S/C(=C/c2ccc(O)cc2)C(=O)N1c1ccccc1,14%
O=C(COc1ccccc1)Nc1ccc(-c2nc3ncccc3o2)cc1,15%
Cc1ccccc1NCC(=O)N/N=C\c1cc(Br)cc(Br)c1O,5%
COc1ccc(OC)c(NC(=S)NC(NC(=O)c2ccccc2C)C(Cl)(Cl)Cl)c1 (stereo unspecified),0%
COc1cc(C2C(C(=O)OCCOc3ccccc3)=C(C)NC3=C2C(=O)CC(c2ccccc2)C3)cc(Cl)c1O (stereo unspecified),5%
COC(=O)c1ccc(C(=O)OC)c(NC(=O)COc2ccccc2[N+](=O)[O-])c1,8%
COc1ccccc1C(=O)Nc1cc(C(F)(F)F)ccc1Cl,13%
CC(/C=N/NC(=O)c1ccccc1)=N/NC(=O)c1ccccc1,2%
Cc1ccc(C)c(NC(=O)c2cccs2)c1,15%
O=c1c2cnn(-c3ccccc3)c2nc(-c2ccccc2F)n1-c1cccc(Cl)c1,12%
COc1ccc(/C=N/NC(=O)CCc2c(C)n[nH]c2C)cc1O,17%
O=C(NN1C(=O)/C(=C/c2ccc(Br)cc2)SC1=S)c1cccc([N+](=O)[O-])c1,15%
CCNC(=S)N(Cc1ccc(Cl)cc1)C1CC(=O)N(c2ccccc2)C1=O (stereo unspecified),13%
CCc1ccc(N2C(=O)c3ccccc3NC2c2ccc(OC)cc2)cc1 (stereo unspecified),6%
# The listing continues.
SMILES,RNase H inhibition
COc1ccc2ccccc2c1C1NC(=O)NC(C)=C1C(=O)Nc1cc(Cl)ccc1C (stereo unspecified),15%
COc1ccccc1N1CCN(C(=O)c2ccco2)CC1,0%
O=C(/C=C/c1ccc(-c2ccc([N+](=O)[O-])cc2Cl)o1)c1ccc(Cl)cc1,19%
O=C1NC(=Nc2cccnc2)S/C1=C\c1ccccc1Cl,8%
C=COC(=O)C[n+]1csc2ccccc21,11%
O=C1CCCc2oc3ccc(NS(=O)(=O)c4cc(Cl)ccc4Cl)cc3c21,0%
COc1cc(CN2CCN(c3ccc(Cl)cc3)CC2)c([N+](=O)[O-])cc1OC,6%
O=C(O)c1cccc(Nc2nc(-c3ccccc3)cs2)c1,0%
COc1ccc(N(CC(=O)Nc2ccc(F)cc2)S(C)(=O)=O)cc1Cl,3%
N#C/C(=C\c1ccc(Br)cc1)c1nc(-c2cc3cc([N+](=O)[O-])ccc3oc2=O)cs1,9%
Cc1ccc(C(=O)CC(=O)c2cccc(F)c2)c(O)c1,0%
O=C(Nc1cccc(Cl)c1)c1ccc(N2CCCCCC2)c([N+](=O)[O-])c1,21%
CCOC(=O)c1c(C)nc2c(c1-c1ccc(Br)cc1)C(=O)CC(C)(C)C2,14%
Cc1ccc(-c2ccc(C=C3C(=O)NC(=O)NC3=O)o2)c(Br)c1,39%
Cc1ccc(C(=O)N2CCC(Cc3ccccc3)CC2)cc1[N+](=O)[O-],15%
CCOc1ccccc1N1CCN(Cc2cc(OC)c(OC)c(OC)c2)CC1,8%
COc1cccc(OCCOCCOc2ccccc2C(C)C)c1,18%
Cc1ccc(NC(=O)COc2ccc(Br)c(C)c2)c([N+](=O)[O-])c1,4%
COc1ccc2oc(=O)c(-c3nnc(Nc4cccc(C)c4)s3)cc2c1,50%*
O=C(Nc1nnc(CSCc2ccccc2)s1)c1ccc(F)cc1,0%
CC(Sc1ccc(Cl)cc1)C(=O)O (stereo unspecified),21%
COc1cccc(N2C(=O)/C(=C/C=C/c3ccccc3[N+](=O)[O-])C(=O)NC2=S)c1,40%
Cc1ccc2c(c1)C(c1ccccc1Cl)CC(=O)N2 (stereo unspecified),31%
Cc1cccc(NCC(O)Cn2c3ccccc3c3ccccc32)c1C (stereo unspecified),21%
NC(=O)CSc1nc(O)cc(=O)n1-c1ccccc1F,0%
CCOC(=O)C1=C(C)N=c2s/c(=C\c3ccc(-c4cc([N+](=O)[O-])ccc4OC)o3)c(=O)n2C1c1ccc(OC)cc1 (stereo unspecified),14%
Cc1ccc(N=Cc2c[nH]c3ccccc23)cc1C,14%
COc1cc(/C=N\Nc2nnc3c(n2)[nH]c2c(C)cccc23)ccc1O,11%
Cc1cccc(NC(=O)COc2cc(C)c(Cl)c(C)c2)c1C,8%
CCC1=NN(C(=O)C(C)C)C(O)(C(F)(F)F)C1 (stereo unspecified),0%

# Screening data (PubChem)
